High-throughput results from PubChem BioAssay.
CCR6 antag = antagonists of human CCR6 receptor; P51684; CHO-K1 CCR6 PathHunter beta-arrestin, luminescence, CCL20-stimulated; inhibition, % at 20 µM; hit rate 0.49% among 340,000;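 active means compounds whose inhibition of the agonist-driven luminescence signal at 20 µM reaches about 50%, limit read from the data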;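 further: cells stimulated with CCL20 at 14 nM final; plate controls were DMSO with CCL20 for no effect and DMSO without agonist for full effect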
UBC13 inh = inhibitors of human UBC13 polyubiquitin chain formation | P61088 | TR-FRET | inhibition, % at 20 µM | hit rate 0.47% among 330,000; in the data active means inhibition above about 45%, passing the limit was not always enough; inconclusive means no clear call, values can overlap the other calls
Target sequence (P61088 whole entry, looked up): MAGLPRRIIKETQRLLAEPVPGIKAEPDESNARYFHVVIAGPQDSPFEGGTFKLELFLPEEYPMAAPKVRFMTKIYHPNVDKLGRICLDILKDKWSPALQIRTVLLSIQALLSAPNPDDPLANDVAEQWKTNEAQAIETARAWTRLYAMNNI
EBI2 block = antagonists of human EBI2 receptor; P32249; EBI2 beta-arrestin recruitment, luminescence, 7a,25-OHC stimulated; inhibition, % at 5 µM; hit rate 0.81% among 360,000; in the data active means inhibition above about 38%;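 further: enzyme fragment complementation signal reports receptor beta-arrestin coupling in cells; 0% = agonist plus DMSO wells and 100% = wells without agonist; some results beyond the cut were filed as inactive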
APJ antagonist = antagonists of human APJ apelin receptor; CHO-K1 APJ beta-arrestin complementation, luminescence; inhibition, % at 20 µM; P35414; AID 2521; hit rate 0.32% among 330,000;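 active means inhibition above about 40% at 20 µM, limit read from the data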;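 further: cells challenged with 10 nM apelin-13 agonist together with compound; plate controls were apelin-13 plus DMSO wells for no effect and DMSO wells lacking apelin-13 for full effect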
Target sequence (P35414 whole entry, looked up): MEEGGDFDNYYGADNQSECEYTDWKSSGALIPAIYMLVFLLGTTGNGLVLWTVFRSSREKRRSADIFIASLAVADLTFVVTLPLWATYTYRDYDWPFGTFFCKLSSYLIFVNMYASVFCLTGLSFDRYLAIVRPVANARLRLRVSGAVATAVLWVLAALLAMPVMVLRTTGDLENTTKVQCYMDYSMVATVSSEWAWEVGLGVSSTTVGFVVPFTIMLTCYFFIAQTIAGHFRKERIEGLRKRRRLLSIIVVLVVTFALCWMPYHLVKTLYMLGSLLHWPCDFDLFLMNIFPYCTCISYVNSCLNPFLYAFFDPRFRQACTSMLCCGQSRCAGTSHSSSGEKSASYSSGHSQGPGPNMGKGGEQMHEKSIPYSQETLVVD
ATG4B inhibitor = ATG4B (human) cysteine protease inhibition | Q9Y4P1 | ATG4B cleavage of LC3-PLA2, NBD-HPC fluorescence, 1 h | inhibition, % at 8.33 µM | hit rate 0.51% among 340,000 | AID 504462; in the data active means inhibition above about 40%
APJ agonist = APJ receptor agonism; AID 2520; hit rate 0.11% among 330,000; CHO-K1 APJ PathHunter beta-arrestin, luminescence; 0% DMSO wells, 100% apelin; activation, % at 20 µM; P35414;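 active means activation more than six SD over the plate average, tested at 20 µM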;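 further: 0% = DMSO alone and 100% = apelin-13 at 10 nM; some results filed as inactive read as strong as hits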
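Assay system – PathHunter CHO-K1 APJ (AGTRL-1) beta-arrestin reporter cells · Compound – one dose, 20 µM compound, 1% DMSO · Timing – compound 90 min 25 °C, reagent 1 h · Measured by – luminescence from split beta-galactosidase complementation, Galacton Star/Emerald II substrate · Measure – beta-arrestin recruitment to APJ as agonist activity, luminescent signal · Benchmarks – DMSO vs Apelin-13 10 nM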
CXCR6 inh = blocks human CXCR6 beta-arrestin recruitment | O00574 | CHO-K1 PathHunter CXCR6 beta-arrestin, luminescence | inhibition, % at 20 µM | hit rate 0.36% among 360,000; in the data active means inhibition above about 34%, passing the limit was not always enough;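 further: antagonist mode with CXCL16 agonist at 10 nM final; 0% = 10 nM CXCL16 with DMSO and 100% = unstimulated wells without agonist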
Target sequence (O00574 whole entry, looked up): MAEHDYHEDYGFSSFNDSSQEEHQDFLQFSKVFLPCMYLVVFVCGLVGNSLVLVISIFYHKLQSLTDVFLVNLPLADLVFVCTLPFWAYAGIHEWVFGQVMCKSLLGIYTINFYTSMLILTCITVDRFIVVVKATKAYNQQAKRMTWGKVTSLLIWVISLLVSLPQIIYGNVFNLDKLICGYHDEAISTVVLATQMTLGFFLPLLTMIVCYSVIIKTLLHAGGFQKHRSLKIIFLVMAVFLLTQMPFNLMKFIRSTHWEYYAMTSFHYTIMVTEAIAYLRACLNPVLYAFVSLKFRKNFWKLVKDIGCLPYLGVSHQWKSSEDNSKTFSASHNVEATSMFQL
Gli-Sufu antag = antagonists of Gli-Sufu signaling. Sufu-KO-LIGHT fibroblasts, Gli luciferase reporter luminescence. inhibition, % at 5 µM. hit rate 0.74% among 340,000. AID 588413;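 active means inhibition above about 55%, limit read from the data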;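 further: 0% = DMSO-treated cells and 100% = wells with medium but no cells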
* = called active by the depositor; ? = inconclusive; . = not tested or not shown. An unsorted share of the library; any-hit rate near 3%.

molecule	CCR6 antag	UBC13 inh	EBI2 block	APJ antagonist	ATG4B inhibitor	APJ agonist	CXCR6 inh	Gli-Sufu antag
Cc1nc(Nc2ccc(S(N)(=O)=O)cc2)oc1C	-7	-7	3	0	3	0	-6	-2
O=C(Nc1ncc(Cc2ccc(SC(F)F)cc2)s1)c1ccc(OC(F)F)cc1	-7	9	-23	-15	7	3	-24	60*
Cc1c(C(c2ccc(C(=O)O)cc2)c2c(C)n(C)n(-c3ccccc3)c2=O)c(=O)n(-c2ccccc2)n1C	7	-1	-6	8	12	1	-10	20
CC/C(=N/O)C(=O)c1ccc(Br)cc1	7	4	-4	11	3	-4	-2	3
O=C1c2ccc3c4c(ccc(c24)C(=O)N1c1cccc(O)c1)CC3	2	-5	-4	-12	-2	0	-1	-6
COC(=O)Nc1nnc(Cc2ccc(OC)cc2)s1	1	-11	1	3	0	-1	-3	-4
COc1cccc(-c2nc(CS(=O)(=O)CC(=O)Nc3cccc(C)c3C)c(C)o2)c1	9	-5	1	9	-11	-1	6	4
CS(=O)(=O)c1ccccc1-c1nc(-c2cccc(Cl)c2)no1	10	-4	5	-31	14	5	7	-7
CCn1c(CC(=O)Nc2ccccc2C)nnc1SCC(=O)Nc1nncs1	2	5	-4	-1	-2	0	0	-20
CC(C)NCC(O)COCCOc1ccc(C(C)(C)C)cc1 (centres undefined)	-4	6	-13	10	-2	-1	-9	-3
CCOc1cc(C2NC(=O)c3ccccc3O2)ccc1OC (centres undefined)	1	-2	-5	25	3	-5	12	-2
CCC(=O)OCC(=O)Nc1ncc(C(F)(F)F)cc1Cl	2	0	-15	-6	-5	-2	-8	-6
COc1ccc(NC(=O)CCNS(=O)(=O)c2cccc3nsnc23)cc1	8	-1	-4	-9	-4	-2	4	-4
O=C(O)c1cccc(S(=O)(=O)NNc2ccccc2C(F)(F)F)c1	-8	-9	-5	-24	1	2	-8	-4
COc1ccc(NC(=O)C2CCN(c3cc(C)nc(-c4ccccc4)n3)CC2)cc1	14	-7	21	-3	-19	3	-2	12
CCc1ccc(NC(=O)COC(=O)Cn2cnc3ccccc32)cc1	7	?	-18	19	-4	-2	6	-4
COc1ccccc1/C=C/C(=O)OCC(=O)c1c[nH]c2ccccc12	2	15	-9	-37	13	-1	-14	6
Cc1onc(-c2ccccc2)c1CNC(=O)Nc1ccccc1	0	4	7	7	-2	3	0	7
CCOc1ccccc1-c1cc(C(=O)N/N=C/c2ccc(O)c(OC)c2)c2ccccc2n1	0	-16	-8	10	-21	-1	2	9
CCc1ccc(NCCC(=O)c2ccc(Br)cc2)cc1	1	-16	7	8	-2	-2	-6	1
CN(CC(=O)Nc1ccc(Cl)cc1)CC(=O)Nc1cc(Cl)ccc1C#N	12	5	7	8	-11	-2	-4	13
Cc1cccc(C(=O)NN(C)c2nc(-c3ccccc3)nnc2C(F)(F)F)c1	12	-2	4	6	4	-4	0	-4
CCN(CC(=O)Nc1ccc(Cl)c(C(F)(F)F)c1)CC(=O)NC1CCS(=O)(=O)C1 (centres undefined)	-1	-6	4	6	-4	-2	-8	10
CCCCn1ccnc1C	-4	.	-14	.	1	.	2	-21
O=C(Nc1c[nH]c(=O)[nH]c1=O)c1ccc2c(c1)C(=O)N(c1cccc([N+](=O)[O-])c1)C2=O	42	.	1	.	-3	.	-1	0
COc1ccc(NC(=O)CCNS(=O)(=O)c2cc(Br)cnc2N)cc1OC	6	0	3	4	-7	-8	-1	7
CCN(CC)CCN(C(=O)c1ccc2c(c1)CCCC2)c1nc2ccc(F)cc2s1	13	3	7	8	6	-2	4	-11
CC1CCN(Cc2ccc(NC(=O)CC3Oc4ccccc4NC3=O)cc2)CC1 (centres undefined)	13	3	-9	4	-4	-2	-3	8
COc1ccc(-c2nnc(SCC(=O)N3c4ccccc4Sc4ccccc43)o2)cc1	15	1	23	13	-10	-1	3	6
COc1ccccc1N1CCN(C(=O)c2ccc(N(C)S(=O)(=O)c3ccccc3)cc2)CC1	12	9	7	6	-3	0	2	30

Overlap with the part before: 2 entries, then new ones.
molecule	CCR6 antag	UBC13 inh	EBI2 block	APJ antagonist	ATG4B inhibitor	APJ agonist	CXCR6 inh	Gli-Sufu antag
COc1ccc(-c2nnc(SCC(=O)N3c4ccccc4Sc4ccccc43)o2)cc1	15	1	23	13	-10	-1	3	6
COc1ccccc1N1CCN(C(=O)c2ccc(N(C)S(=O)(=O)c3ccccc3)cc2)CC1	12	9	7	6	-3	0	2	30
CCCCn1c(N)c(N(CCOC)C(=O)COc2ccc(Cl)cc2)c(=O)[nH]c1=O	-8	11	-7	2	-1	-4	-2	-3
COc1ccc(N)cc1C#N	-16	-6	0	8	-6	2	-1	2
N#C/C(=N\Nc1ccc(Cl)c(Cl)c1)C(=O)C1CC1	21	-3	-4	17	12	-3	14	25
CN(C)S(=O)(=O)c1cccn1-c1ncc(C(F)(F)F)cc1Cl	9	8	-12	7	-4	0	4	-6
Cc1ccc2c(c1)C(=O)C(=O)N2Cc1ccc(C(F)(F)F)cc1	32	1	-8	11	-4	1	15	2
COc1ccc(N/C=C2/Sc3ccccc3NC2=O)cc1	-9	-3	-4	-30	-10	8	-29	-65
COc1ccc(CC(=O)N2CCN(C(=O)c3ccco3)CC2)cc1	4	-1	0	-16	-4	-3	0	6
COC(=O)C1=C(C)N(Cc2ccc(C)cc2)C(=O)C1	-10	4	6	22	4	2	-10	-3
Cc1nn(-c2ccccc2)c(C)c1/C=C/C(=O)OCC(=O)Nc1ccc(S(N)(=O)=O)cc1	10	4	-1	5	-5	-3	-1	5
O=C(c1ccccc1F)N(Cc1ccc(F)cc1)C1CCS(=O)(=O)C1 (centres undefined)	18	0	-9	-19	-10	-3	-1	14
CC(c1ccc(F)cc1)n1c(-c2ccc3ccccc3n2)n[nH]c1=S (centres undefined)	7	7	8	17	-5	-1	14	7
COc1ccccc1C(CNC(=O)CN1C(=O)NC(C)(c2ccc3ccccc3c2)C1=O)N1CCCC1 (centres undefined)	-3	.	-3	.	-55	.	2	11
C[N+]1(CC(=O)Nc2ccccc2Cl)CCN(C(=O)c2cccs2)CC1	4	7	-6	-6	1	-2	4	5
Cc1cccc(C(=O)c2cccc(C)c2)c1	14	1	4	-21	8	-1	6	-4
COc1cc2[nH]c(=O)n(CCCCCC(=O)N3CC=C(c4ccccc4)CC3)c(=O)c2cc1OC	-8	8	3	-13	-39	28	-4	16
COC(=O)c1c([N+](=O)[O-])c(OC)c(OC)c(OC)c1[N+](=O)[O-]	-1	4	4	-12	2	0	-4	-7
CC1CCC2(CC1)NC(=O)N(CC(=O)Nc1sc3c(c1C(N)=O)CCC3)C2=O (centres undefined)	6	-8	-4	22	2	-2	1	-1
CN1CCN(CCCc2c3c(cc4c2CCC4)CCC3)CC1	-9	22	-8	1	-12	-1	-7	36
O=c1c2ccccc2[nH]c2ccccc12	15	-5	0	-83	-33	-1	-4	-3
CN(C(=O)c1ccc2c(c1)S(=O)(=O)N=C1CCCCCN12)c1ccccc1	10	-4	3	18	-5	-3	3	-14
NC1=NC(=O)/C(=C\C=C\c2ccccc2)S1	-4	-5	-7	10	-3	1	4	-2
COc1cc(/C=N/N2CCCCC2)cc(OC)c1O	-6	-4	-5	-15	6	0	-7	7
CC(C)C(=O)N1CCN(c2ccc(NC(=S)NC(=O)c3cc4ccccc4o3)cc2)CC1	12	-15	6	-13	2	1	4	-7
CN(C)CCCNS(=O)(=O)c1ccc(Oc2ncc(C(F)(F)F)cc2Cl)cc1	1	-2	-8	-1	-8	0	-4	5
CC1CCCCN1c1cc(C#N)c(C#N)cc1[N+](=O)[O-] (centres undefined)	6	-45	5	-12	1	3	2	8
Cc1ccc(CSCC(=O)NN=C2CCN(C)CC2)cc1	2	4	-9	-2	6	-2	4	-12
N#C/C(=C/c1ccc(N2CCCCC2)cc1)c1cccc(F)c1	18	-6	13	13	8	-4	6	-60
CCS(=O)(=O)N1CCCC(C(=O)N2CCc3ccccc3C2)C1 (centres undefined)	9	3	0	22	2	-4	0	28
Cc1cccc(NC(=O)c2sc3nc(N)c(C#N)cc3c2N)c1	7	.	0	.	-6	.	-6	-38
CC(Oc1ccccc1Cl)C(=O)Nc1ccc(S(=O)(=O)N2CCN(C)CC2)cc1 (centres undefined)	-8	.	-3	.	0	.	-2	-46

Remaining list, next part:
molecule	CCR6 antag	UBC13 inh	EBI2 block	APJ antagonist	ATG4B inhibitor	APJ agonist	CXCR6 inh	Gli-Sufu antag
C=CCNC(=O)c1cc2c(=O)c3ccccc3oc2nc1C	7	-2	-1	10	0	-1	2	-6
CCC(=O)Nc1ccc2c(c1)nc1n2CCSC1	-9	-17	-5	5	2	-1	-8	-2
Cc1ccc(NS(=O)(=O)c2cc(C(=O)N3CCOCC3)ccc2C)cc1	19	2	4	17	-7	0	-2	-5
CCOc1ccc(CNC(=O)C2CCN(C(=O)N3CC(C)Oc4ccccc43)CC2)cc1 (centres undefined)	13	0	7	12	-7	-1	10	-14
CCC(C)(C(=O)NC1CCCC1)N(CC1CCCO1)C(=O)c1ccc2c(c1)OCO2 (centres undefined)	6	0	9	5	-4	-3	4	2
CCc1cccc(C)c1NC(=O)C1CCN(c2nn3c(=O)cc(C)nc3s2)CC1	2	-3	-5	19	-7	-8	-6	-18
Cc1nc2sccn2c(=O)c1S(=O)(=O)N1CCN(c2ccc(F)cc2)CC1	0	-25	4	-2	-2	-2	7	21
O=C(N/N=C/c1cc(Cl)cc([N+](=O)[O-])c1O)C1CC1	35	-62	0	14	3	-3	24	10
CCCCCC(=O)NC(=S)NNC(=O)c1ccc([N+](=O)[O-])cc1	26	-26	0	13	-4	-4	19	-6
O=C(CCNC(=O)c1ccccc1)NCc1ccccc1F	3	8	-8	1	-7	1	-10	-3

Reprinted at random: 2 records from the list.
molecule	CCR6 antag	UBC13 inh	EBI2 block	APJ antagonist	ATG4B inhibitor	APJ agonist	CXCR6 inh	Gli-Sufu antag
COc1cc(/C=N/N2CCCCC2)cc(OC)c1O	-6	-4	-5	-15	6	0	-7	7
O=C(O)c1cccc(S(=O)(=O)NNc2ccccc2C(F)(F)F)c1	-8	-9	-5	-24	1	2	-8	-4

Part of the list above, showing only CCR6 antag.
SMILES	CCR6 antag
CCC(=O)Nc1ccc2c(c1)nc1n2CCSC1	-9
Cc1ccc(NS(=O)(=O)c2cc(C(=O)N3CCOCC3)ccc2C)cc1	19
CCOc1ccc(CNC(=O)C2CCN(C(=O)N3CC(C)Oc4ccccc43)CC2)cc1 (centres undefined)	13
CCC(C)(C(=O)NC1CCCC1)N(CC1CCCO1)C(=O)c1ccc2c(c1)OCO2 (centres undefined)	6
